# POLK inh = blocks human DNA polymerase kappa activity; Q9UBT6; purified Pol kappa, fluorescent DNA synthesis assay, 10 min; Potency, µM (highest dose often 107 µM), for inactives: top-dose activity, negative = inhibition, most hits filed as inhibitors; hit rate 0.53% among 400,000; AID 588579; also: potency is read from the fitted curve at half-maximal effect; % is scaled to controls: 0 for no effect and ±100 for the full control effect
# Target sequence (Q9UBT6 whole entry, looked up): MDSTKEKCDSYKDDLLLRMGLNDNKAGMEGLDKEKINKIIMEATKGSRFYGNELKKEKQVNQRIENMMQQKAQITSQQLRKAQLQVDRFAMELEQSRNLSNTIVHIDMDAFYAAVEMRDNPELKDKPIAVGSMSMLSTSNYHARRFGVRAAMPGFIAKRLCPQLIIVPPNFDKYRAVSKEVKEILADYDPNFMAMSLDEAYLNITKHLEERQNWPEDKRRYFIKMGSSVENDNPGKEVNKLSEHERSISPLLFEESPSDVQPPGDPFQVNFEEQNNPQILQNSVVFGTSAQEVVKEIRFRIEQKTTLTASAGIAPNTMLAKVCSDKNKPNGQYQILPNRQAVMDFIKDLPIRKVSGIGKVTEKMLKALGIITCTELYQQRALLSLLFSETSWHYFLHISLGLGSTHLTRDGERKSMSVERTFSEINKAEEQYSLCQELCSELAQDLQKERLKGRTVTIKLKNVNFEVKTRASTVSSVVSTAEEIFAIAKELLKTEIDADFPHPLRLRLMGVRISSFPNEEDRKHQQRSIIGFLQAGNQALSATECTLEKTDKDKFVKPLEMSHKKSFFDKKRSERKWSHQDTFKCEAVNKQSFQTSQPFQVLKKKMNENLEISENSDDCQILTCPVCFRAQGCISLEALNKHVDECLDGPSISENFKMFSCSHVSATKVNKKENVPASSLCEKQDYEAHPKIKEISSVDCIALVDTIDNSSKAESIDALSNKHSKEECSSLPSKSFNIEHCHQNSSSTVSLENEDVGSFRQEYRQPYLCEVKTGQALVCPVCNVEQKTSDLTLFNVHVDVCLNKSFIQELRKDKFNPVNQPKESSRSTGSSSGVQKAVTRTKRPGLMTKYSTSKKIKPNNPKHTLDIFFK
#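 Pol kappa 10 nM + cpd, 15 min RT; start w/ substrate 50 nM final; fluorescence kinetic read, 0 and 10 min. Neg ctrl: buffer, no enzyme.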
# POLH inh = blocks human DNA polymerase eta activity; Q9Y253; recombinant Pol eta, fluorescent DNA replication assay; Potency, µM (doses to about 114 µM), inactives show at the highest dose activity change, negative = inhibition, usual class: inhibitors; hit rate 1.2% among 390,000; also: potency is read from the fitted curve at half-maximal effect; % is scaled to controls: 0 for no effect and ±100 for the full control effect
#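 Pol eta (10 nM) was preincubated with compounds for 15 min at room temperature, after which fluorescent replication substrate (50 nM final) was added to start the reaction. Fluorescence was read kinetically at 0 and 10 min.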
# Apoferritin bind = binds horse apoferritin like a general anesthetic. P02791. apoferritin/1-aminoanthracene competitive binding, fluorescence. Potency, µM (doses to about 77.5 µM), for inactives: at the highest dose activity change, negative = displacement, hits mostly inhibitors. hit rate 0.074% among 350,000. AID 485281; also: potency is read from the fitted curve at half-maximal effect; % is scaled to controls: 0 for no effect and ±100 for the full control effect; nearly all actives have a fitted effect of over 20% in size
# Target sequence (P02791 2-175 limits assumed): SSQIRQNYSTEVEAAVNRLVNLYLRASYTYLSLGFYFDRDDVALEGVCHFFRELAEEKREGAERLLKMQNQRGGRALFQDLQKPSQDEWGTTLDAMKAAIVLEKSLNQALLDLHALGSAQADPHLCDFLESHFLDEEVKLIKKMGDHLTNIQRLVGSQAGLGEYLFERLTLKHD
#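 Horse-spleen apoferritin (10 uM) was mixed with 50% saturated 1-aminoanthracene in PBS, exposed to compounds for 10 min at room temperature, and read for fluorescence (ex 380 nm, em 535 nm). Competitive displacement was fitted with a four-parameter Hill equation.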
# LDHA inh = blocks human lactate dehydrogenase A; purified LDHA, NADH/diaphorase-resazurin fluorescence; active compounds read low; hit rate 0.15% among 480,000; P00338; activity change, % (values are at about 110 or 230 µM); in the data active = activity change below about -30%; inconclusive = mostly about -25% to -30%;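 also: plate controls were DMSO wells for no effect and wells without enzyme for full effect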
#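 LDH5 2 nM; NADH 0.06 mM, pyruvate 0.2 mM; 200 mM Tris pH 7.4, EDTA, Tween-20; 5 min RT. Detection: diaphorase 0.133 mg/mL + resazurin 37 µM, fluorescence ex540/em590 at 0 and 20 min; normalized to enzyme-free and DMSO wells.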
# POLB inh = inhibitors of human DNA polymerase beta | Pol beta primer extension/strand displacement, fluorescence kinetic | hit rate 1.3% among 340,000 | P06746 | Potency, µM (doses to about 114 µM), for the others: at the highest dose activity change, negative = inhibition, most hits filed as inhibitors; also: potency is read from the fitted curve at half-maximal effect; % is scaled to controls: 0 for no effect and ±100 for the full control effect
#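 Pol beta (10 nM) and compounds were preincubated 15 min at room temperature, then 50 nM substrate (final) started primer extension/strand displacement. Reads were taken at 0 and 10 min; concentration-response data were fitted to a four-parameter Hill equation.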
# Glioma ERSR ind = induces the endoplasmic reticulum stress response in human glioma cells | U87-MG GRP78 promoter luciferase reporter, 16 h | hit rate 0.02% among 420,000 | AID 602332 | Potency, µM, without a hit: at the highest dose activation, actives largely listed as activators; also: potency is read from the fitted curve at half-maximal effect; series mostly up to about 76 µM; % of control where 0% means no effect; nearly all actives have a fitted effect of over 35% in size
#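 Stably transfected U87-MG human glioma cells carrying a GRP78-based luminescent sensor were seeded at 1000 cells/well, pin-dosed with compounds and incubated 16 h. Luciferase reagent was then added, and end-point luminescence was read after 10 min at room temperature.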
# APEX1 inh = blocks human APE1 abasic DNA cleavage; P27695; hit rate 0.35% among 350,000; recombinant APE1, TAMRA/BHQ-2 abasic DNA cleavage fluorescence; Potency, µM (doses to about 65.8 µM), without a hit: at the top dose activity change, negative = inhibition, most hits filed as inhibitors; AID 2517;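 also: potency is read from the fitted curve at half-maximal effect; plate controls were vehicle for no effect and reference inhibitor for full effect; nearly all actives have a fitted effect of over 55% in size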
#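 Enzyme (0.75 nM final) and test compound are incubated 15 min at room temperature before adding 50 nM quenched THF abasic-site duplex. Cleavage dequenches TAMRA, followed at 525/598 nm over three reads one minute apart.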
# POLI inh = DNA polymerase iota (human) inhibition. Pol iota fluorescent replication assay, 10 min. Potency, µM (highest dose often 115 µM), for inactives: at the highest dose activity, negative = inhibition, actives largely listed as inhibitors. hit rate 1% among 390,000. AID 588590; also: potency is read from the fitted curve at half-maximal effect
#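 Fluorescent replication assay read twice, at 0 min and 10 min after adding 50 nM (final) substrate. Enzyme (10 nM) and compounds were first incubated 15 min at room temperature; enzyme-free buffer wells were negative controls.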
# BLM helicase inh = inhibitors of human Bloom syndrome helicase BLM; hit rate 0.2% among 350,000; P54132; AID 2528; recombinant BLM DNA unwinding, fluorescence dequenching; Potency, µM (series often up to 56.1 µM), inactives show top-dose activity change, negative = inhibition, most hits filed as inhibitors;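 also: potency is read from the fitted curve at half-maximal effect; plate controls were vehicle for no effect and no enzyme for full effect; nearly all actives have a fitted effect of over 35% in size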
# * = called active by the depositor; ? = inconclusive; nt = not tested or not shown; & = joins results of further samples; [ ] = another dose, or the depositor's remark. Unless noted, calls follow the shape of the dose curve; as a rule, active = well fitted curve in the direction sought with a large enough effect; inconclusive = small, poorly fitted or top-dose-only effect, or another doubt; inactive = no such curve, though single readings can be large; an effect the other way counts as inactive or inconclusive. A portion of the library, so the mix of outcomes need not match the whole.
No.	SMILES	POLK inh	POLH inh	Apoferritin bind	LDHA inh	POLB inh
1	Cc1ccc(NC(=O)Cc2ccc(NC(=O)N3CCCCc4ccccc43)cc2)cc1Cl	0%	-16%	2%	-3	2%
2	Cc1ccccc1NS(=O)(=O)c1ccc(OCCNS(C)(=O)=O)cc1	2%	-12%	-7%	-1	19%
3	C=CCc1cc(/C=N/NC(=O)CSc2nnc(CCCc3ccc(OC)cc3)o2)cc(OC)c1O	4%	-22%	-17%	-6	-2%
4	CCCC(=O)NC(Nc1ccc(S(=O)(=O)Nc2cc(C)on2)cc1)(C(F)(F)F)C(F)(F)F	1%	-17%	nt	-3	nt
5	CCc1cc(=O)[nH]c(SCc2nc(-c3ccccc3C)no2)n1	-4%[60.1 µM]	-15%	?	-1	-19%
6	CN1CCN(c2ccc(C(CC(N)=O)NC(=O)Cc3ccc(Br)cc3)cc2[N+](=O)[O-])CC1 (centres undefined)	6%	-7%	?	-4	0%
7	COC(=O)c1ccc(Nc2ncnc3c2cnn3-c2cccc(C)c2)cc1	-21%	-2%	-11%	-14	19%
8	CCOc1ccc2nc(NC(=O)Cn3cnc4c3c(=O)n(C)c(=O)n4C)sc2c1	-16%	-19%	-4%	2	-5%
9	CC1CCCC(NC(=O)COC(=O)c2cccnc2Cl)C1C (centres undefined)	1%	-14%	nt	-5	nt
10	O=C(OCC(=O)N1CCCCCC1)c1n[nH]c(=O)c2ccccc12	-8%	3%	?	-4	13%

No.	Glioma ERSR ind	APEX1 inh	POLI inh	BLM helicase inh
1	-1%	nt	41%[activator]	-1%
2	-6%	1%	7%	1%
3	-7%	2%	10%	-6%
4	-5%	nt	18%	nt
5	5%	nt	4%	0%
6	-4%	4%	-22%	-4%
7	4%	-1%	?	-3%
8	-3%	-11%	10%	0%
9	0%	-1%	26%	nt
10	-2%	1%	-8%	2%

# In a second layout: entries from further up
# Results follow in this order: POLK inh | POLH inh | Apoferritin bind | LDHA inh | POLB inh | Glioma ERSR ind | APEX1 inh | POLI inh | BLM helicase inh
4: CCCC(=O)NC(Nc1ccc(S(=O)(=O)Nc2cc(C)on2)cc1)(C(F)(F)F)C(F)(F)F
  1% | -17% | nt | -3 | nt | -5% | nt | 18% | nt
10: O=C(OCC(=O)N1CCCCCC1)c1n[nH]c(=O)c2ccccc12
  -8% | 3% | ? | -4 | 13% | -2% | 1% | -8% | 2%
2: Cc1ccccc1NS(=O)(=O)c1ccc(OCCNS(C)(=O)=O)cc1
  2% | -12% | -7% | -1 | 19% | -6% | 1% | 7% | 1%
8: CCOc1ccc2nc(NC(=O)Cn3cnc4c3c(=O)n(C)c(=O)n4C)sc2c1
  -16% | -19% | -4% | 2 | -5% | -3% | -11% | 10% | 0%
9: CC1CCCC(NC(=O)COC(=O)c2cccnc2Cl)C1C (centres undefined)
  1% | -14% | nt | -5 | nt | 0% | -1% | 26% | nt

# (list continues)
No.	SMILES	POLK inh	POLH inh	Apoferritin bind	LDHA inh	POLB inh
11	COc1ccccc1CNc1ncnc2ccc(-c3cccc(C#N)c3)cc12	6%[60.1 µM]	nt	nt	nt	nt
12	COCCNC(=O)Cn1nc(C(F)(F)F)cc1C	-3%	-7%	3%	3	-19%
13	O=C(CNS(=O)(=O)c1ccc(Br)cc1Cl)OCC(=O)c1ccc[nH]1	-23%	-15%	nt	-2	nt
14	CCOc1cc(S(=O)(=O)N(CC)CC)ccc1Cl	0%	-18%	?	-8	15%
15	CCN(c1ccccc1)S(=O)(=O)c1ccc(Cl)c(NC(=O)COC(=O)c2ccc[nH]c2=O)c1	5%	-16%	3%	2	-21%
16	CC(C)c1ccc(S(=O)(=O)N2CCN(C(=O)c3cccc(S(=O)(=O)N4CCOCC4)c3)CC2)cc1	-3%	-20%	nt	1	nt
17	CCc1cccc(NC(=O)C2CCCN2S(=O)(=O)c2ccc3nc(-c4ccccc4)[nH]c3c2)c1 (centres undefined)	-21%	-8%	-15%	-1	-20%
18	COc1ccccc1-c1cc(C(F)(F)F)nc(S(=O)(=O)CCCC(=O)Nc2cc(OC)c(OC)c(OC)c2)n1	-12%	-9%	-12%	-5	19%
19	Cc1cc(C)nc(SC2c3cccc4cccc(c34)C2NS(=O)(=O)c2ccccc2)n1 (centres undefined)	-9%	-12%	14%	-1	35%
20	CCn1c(SCC(=O)c2ccc(CNC(C)=O)o2)nnc1-c1cccs1	-28%	?	-18%	2	45µM*

No.	Glioma ERSR ind	APEX1 inh	POLI inh	BLM helicase inh
11	-2%	-4%	nt	0%
12	-1%	2%	8%	-3%
13	-3%	10%	48%[activator]	nt
14	-3%	0%	-26%	0%
15	-1%	-9%	79%[activator]	-4%
16	1%	nt	13%	nt
17	-1%	nt	?	-9%
18	-2%	nt	?	-6%
19	-6%	-9%	19%	-10%
20	-2%	-4%	?	-10%

# (cont.)
No.	SMILES	POLK inh	POLH inh	Apoferritin bind	LDHA inh	POLB inh
21	CCc1cc2c(C)ccc(C)c2nc1SCC(=O)Nc1cc(C)on1	2%	-23%	5%	-3	88%
22	Cc1nnc(SCC(=O)Nc2ccc(Cl)cn2)n1Cc1ccccc1	-4%	-5%	-9%	-6	17%
23	CC(/C=C/c1ccco1)=N\NC(=O)CNc1ccc2ccccc2c1	-4%	-1%	?	16	?
24	Cc1cccc(N(CC(=O)N2CCCC2)S(=O)(=O)c2ccccc2)c1C	-8%	6%	-9%	-10	27%
25	Cc1cccc(CNC(=O)c2ccc(NC(=O)N3CCSc4ncccc43)cc2)c1	2%	-7%	-9%	-8	14%
26	O=C(NC(c1ccccc1)c1cc(Cl)c2cccnc2c1O)c1cccnc1 (centres undefined)	nt	nt	-7%	nt	0%
27	O=C(COC(=O)c1ccccc1NS(=O)(=O)c1ccc(Cl)cc1)NCc1ccccc1	-7%	-13%	?	-9	8%
28	CNC(CC(C)C)C(=O)NC1C(=O)NC(CC(N)=O)C(=O)NC2C(=O)NC3C(=O)NC(C(=O)NC(C(=O)O)c4cc(O)cc(O)c4-c4cc3ccc4O)C(O)c3ccc(c(Cl)c3)Oc3cc2cc(c3OC2OC(CO)C(O)C(O)C2OC2C[C@](C)(N)C(O)C(C)O2)Oc2ccc(cc2Cl)C1O (some centres undefined)	13%	-9%	nt	-2	nt
29	CCN(C[C@H]1N[C@@](CC)(C(=O)OC)[C@H]2C(=O)N(Cc3ccccc3)C(=O)[C@@H]12)C(=O)COc1ccccc1	21%	-9%	nt	0	nt
30	COc1ccc(C(=O)N(Cc2ccco2)Cc2cccs2)c(O)c1	-6%&14%	-7%	?	6&-9&-1	-2%

No.	Glioma ERSR ind	APEX1 inh	POLI inh	BLM helicase inh
21	-3%	5%	61%[activator]	-3%
22	-6%	3%	9%	2%
23	2%	-8%	-10%	-8%
24	-1%	20%	10%	0%
25	0%	nt	34%[activator]	0%
26	nt	0%	nt	-10%
27	0%	-3%	4%	-5%
28	-4%	35%	-29%	nt
29	-2%	37%	33%	nt
30	-3%&-4%	2%	17%&40%	2%

# New compounds follow:
No.	SMILES	POLK inh	POLH inh	Apoferritin bind	LDHA inh	POLB inh
31	Cc1ccc2c(C)c(C(=O)N3CCCC(C(N)=O)C3)oc2c1C (centres undefined)	-8%	-8%	-9%	-9	6%
32	CCn1ccc(C(=O)Oc2ccc(Cl)cc2)n1	-2%	0%	-21%	-8	23%
33	COc1ccc(CC(=O)N2CCc3cc(OC)c(OC)cc3C2COc2cc(C)cc(C)c2)cc1OC (centres undefined)	-5%[60.1 µM]	-20%	6%	5	9%
34	Cn1c(=O)[nH]c(=O)c2c1nc(N1CCNCC1)n2Cc1ccccc1	-1%	-11%	-3%	-6	52%
35	O=c1[nH]c(C2CCN(S(=O)(=O)c3ccccc3)CC2)nc2c1nnn2Cc1ccccc1	-4%	-15%	-16%	-1	0%
36	CC(C(=O)Nc1ccc(C#N)cc1)N1CCN(C(=O)C2CC2)CC1 (centres undefined)	-14%	-21%	nt	-3	nt
37	CCN(CC(O)COc1ccc(OCC(O)CN(CC)C2CCCCC2)cc1)C1CCCCC1 (centres undefined)	-10%	-6%	nt	0	nt
38	CCN(C(=O)CSc1nc(N)cc(=O)[nH]1)c1c(N)n(Cc2ccccc2)c(=O)[nH]c1=O	-4%	-26%	nt	-5	nt
39	CN(Cc1ccccc1)C(=O)c1nc[nH]c1C(=O)N1CCc2ccccc2C1	3%	-11%	nt	-4	nt
40	CCOc1ccc(NC(=O)CN2CCN(CC(=O)Nc3ccc(OC)cc3OC)CC2)cc1	4%	-14%	-1%	1	31%

No.	Glioma ERSR ind	APEX1 inh	POLI inh	BLM helicase inh
31	?	34%	-27%	2%
32	0%	-1%	7%	-3%
33	-3%	nt	29%	-14%
34	-4%	26%	75%[activator]	1%
35	-3%	-5%	120%[activator]	-8%
36	-1%	33%	-16%	nt
37	-5%	nt	34%[activator]	nt
38	-2%	14%	61%[activator]	nt
39	-3%	-6%	-3%	nt
40	0%	6%	-20%	-4%

# Other compounds
No.	SMILES	POLK inh	POLH inh	Apoferritin bind	LDHA inh	POLB inh
41	Cc1occc1-c1n[nH]c(=S)n1-c1ccccc1	-6%	-15%	-9%	-5	0%
42	CC(=O)c1nn(-c2ccc(C(F)(F)F)cc2)c(=O)[nH]c1=O	-34%	-12%	-8%	-9	-1%
43	CCOc1ncccc1C(=O)NNC(=O)c1cccc(S(=O)(=O)Nc2ccc(OC)cc2)c1	-3%	-11%	?	0	-27%
44	Cc1cc(C)cc(Oc2nn[nH]n2)c1	6%	-11%	-4%	-4	?
45	CCN(CC)C(=O)COc1coc(CN2CCN(c3ccccc3F)CC2)cc1=O	9%	-6%	-4%	-2	-1%
46	Fc1ccc(Nc2ccc(-c3ccc(F)cc3)nn2)cc1	-18%	-21%	-16%	-9	-7%

No.	Glioma ERSR ind	APEX1 inh	POLI inh	BLM helicase inh
41	-2%	0%	2%	4%
42	-2%	28%	109%[activator]	-6%
43	-5%	-8%	4%	-4%
44	1%	4%	21%	1%
45	-6%	-5%	26%	0%
46	-1%	13%	-5%	-2%
